Compound activity: PubChem, Columbia University Molecular Screening Center
E-sel TNF inh – TNF alpha driven E-selectin expression inhibition | 0.71% of 120,000 active | AID 1246 | inhibition, % at 2 µM | HUVEC TNFa-induced E-selectin immunofluorescence, high content;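 active = inhibition above the batch mean plus 3 SD, and confirmed as a hit on visual image review, cut at about 43% in these data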;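 note: 0% = TNF-stimulated DMSO wells and 100% = unstimulated control wells; not every result past the cut was called active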
The depositor's hits bear a star. The list is partial; count on the stated rates, not on these rows.

`COc1ccc(-c2cc(C(=O)N3CCN(c4ccccc4)CC3)c3ccccc3n2)cc1` gave E-sel TNF inh -11.
For Cc1nn(-c2cccc(Cl)c2)c2nc(-c3ccncc3)cc(C(=O)N3CCOCC3)c12 the results were E-sel TNF inh -1.
Screening CN(C(=O)COC(=O)c1ccc[nH]c1=O)C1CCCCC1 returned E-sel TNF inh 8.
`CCOP(=O)(OCC)c1nc(-c2cccc([N+](=O)[O-])c2)oc1N1CCCCC1` gave E-sel TNF inh 23.
Screening CCCCC(=O)Nc1ccccc1N1CCN(c2ccccc2)CC1 returned E-sel TNF inh 12.
`CNC(=O)NC(=O)C(C)OC(=O)CCCc1nc2ccccc2s1` (centres undefined) gave E-sel TNF inh -27.
Screening Cc1cc(NC(=O)c2c(Cl)cccc2Cl)no1 returned E-sel TNF inh -3.
`COc1cccc(CNc2ccc([N+](=O)[O-])cc2Cl)c1O` gave E-sel TNF inh 16.
Cc1ccccc1OCCc1c(C)[nH]c(=S)[nH]c1=O was read as E-sel TNF inh -30.
`CCN(CC1CCCO1)C(=O)CCc1nnc(Cc2ccc3c(c2)OCO3)o1` (centres undefined) gave E-sel TNF inh 7.
For COc1ccc(CCNC(=O)CSc2ccc(Br)cc2)cc1OC the results were E-sel TNF inh -36.
Screening O=C(NCC1CCCN(Cc2ccc3nonc3c2)C1)c1ccc(F)cc1 (centres undefined) returned E-sel TNF inh 2.
`COc1ccc(CCn2c(C)nc3ccccc3c2=O)cc1OC` gave E-sel TNF inh 5.
`N#Cc1ccc(/C=C/C(=O)c2ccc3c(c2)OCO3)cc1` gave E-sel TNF inh 19.
Screening CC(=O)N1N=C(c2cccs2)CC1c1cccs1 (centres undefined) returned E-sel TNF inh -17.
`C=CCOc1ccc(Br)cc1/C=C1/SC(=Nc2ccc(C(=O)O)cc2)NC1=O` gave E-sel TNF inh -6.
For CCN(C(=O)CSc1nnc(-c2ccncc2)n1Cc1ccccc1)C1CCS(=O)(=O)C1 (centres undefined) the results were E-sel TNF inh -5.
CCN(C(=O)COC(=O)/C=C/c1cnc2ccccc2n1)c1ccccc1 was read as E-sel TNF inh -6.
Cc1c(Cl)cccc1NC(=O)NCc1ccncc1 was read as E-sel TNF inh 11.
For CN(C)/C=N/c1ncc(C(=O)OC(C)(C)C)s1 the results were E-sel TNF inh 7.
O=C(CSc1nnc2ccccn12)NNC(=O)c1ccc(Cl)cc1 was read as E-sel TNF inh -11.
`COc1cc(N/N=C/c2ccc(N(C)C)cc2)ncn1` gave E-sel TNF inh 18.
For CCc1ccccc1OCC(=O)OCC(=O)N1CC(=O)Nc2ccccc21 the results were E-sel TNF inh -11.
`CC(=O)N1CCC(N2CCN(Cc3ccc(C)cc3)C(CCO)C2)CC1` (centres undefined) gave E-sel TNF inh -15.
`CC(=O)C(Sc1ccc2nnc(-c3cccnc3)n2n1)C(C)=O` gave E-sel TNF inh -11.
Cc1nc2cc(C(=O)NCc3cccnc3)ccc2n1-c1ccc(F)cc1F was read as E-sel TNF inh 13.
For CCOC(=O)CC(=O)CSc1nc2ccc(OC)cc2cc1C the results were E-sel TNF inh -2.
CC(=O)Nc1ccc(/C=N/N2C(C)CCCC2C)cc1 (centres undefined) was read as E-sel TNF inh 5.
Screening CN(C)CCN(C(=O)CCc1ccccc1)c1nc2c(F)cc(F)cc2s1 returned E-sel TNF inh -5.
Screening Cc1ccc(-c2nc(CN3CCCCC3CCN3CCCC3=O)c(C)o2)o1 (centres undefined) returned E-sel TNF inh 2.
Screening Cc1cc(C(=O)CCl)c(C)n1-c1cccc([N+](=O)[O-])c1 returned E-sel TNF inh -25.
CCCC(=O)N(c1ccccc1)C1C=CS(=O)(=O)C1 (centres undefined) was read as E-sel TNF inh 13.
Fc1ccc(Nc2nc(-c3ccncc3)cs2)cc1 was read as E-sel TNF inh -20.
c1ccc2sc(NN=C3CCCC3)nc2c1 was read as E-sel TNF inh -23.
CCOC(=O)Cn1cnc2sc(C(=O)OC)c(C)c2c1=O was read as E-sel TNF inh -19.
COc1ccc(N2C(=O)CC(Sc3nnc(-c4ccccc4F)n3C)C2=O)cc1 (centres undefined) was read as E-sel TNF inh 20.
O=C(Oc1ccc(OC(=O)N2CCCCC2)cc1)N1CCCCC1 was read as E-sel TNF inh -22.
`O=C(O)CSCC(=O)N1CCN(S(=O)(=O)c2ccccc2)CC1` gave E-sel TNF inh -34.
CSc1ccc(/C=C/C(=O)OCC(=O)NC(C)C)cc1 was read as E-sel TNF inh -19.
`O=C(NC(=S)NCc1cccnc1)c1ccc([N+](=O)[O-])cc1` gave E-sel TNF inh 1.
COc1cc(OC)c(C(=O)NCCCN2CCOCC2)cc1OC was read as E-sel TNF inh -11.
`Cc1oc(CN2CCOCC2)cc1C(=O)O` gave E-sel TNF inh -12.
For Nc1ccc(Sc2nc3ccccc3[nH]2)cc1 the results were E-sel TNF inh -26.
Screening O=C(CSc1nnc2ccccn12)Nc1ccc(S(=O)(=O)N2CCOCC2)cc1 returned E-sel TNF inh 6.
`Cc1ccc(NC(=O)C2CC(=O)Nc3nncn32)cc1` (centres undefined) gave E-sel TNF inh 10.
For Cc1ccc(Nc2nnc(SCC(=O)N(C)C3CCS(=O)(=O)C3)s2)cc1 (centres undefined) the results were E-sel TNF inh -17.
`CCCn1c(=S)[nH]c2cc(C(=O)N3CCc4ccccc4C3)ccc2c1=O` gave E-sel TNF inh -22.
O=C(O)CCN1C(=O)/C(=C\c2ccncc2)SC1=S was read as E-sel TNF inh -37.

Brought forward from above: 3 compounds; new compounds follow.
For Cc1ccc(Nc2nnc(SCC(=O)N(C)C3CCS(=O)(=O)C3)s2)cc1 (centres undefined) the results were E-sel TNF inh -17.
`CCCn1c(=S)[nH]c2cc(C(=O)N3CCc4ccccc4C3)ccc2c1=O` gave E-sel TNF inh -22.
O=C(O)CCN1C(=O)/C(=C\c2ccncc2)SC1=S was read as E-sel TNF inh -37.
`O=C(COC(=O)c1cccc([N+](=O)[O-])c1)NCC1CCCO1` (centres undefined) gave E-sel TNF inh -17.
Screening CC(=O)c1c(C)[nH]c(C(=O)Nc2cccc(S(=O)(=O)N(C)c3ccccc3)c2)c1C returned E-sel TNF inh -14.
`N#CC(c1ccc(Cl)cc1)N1CCOCC1` (centres undefined) gave E-sel TNF inh -34.
`CCOc1ccc(CNc2cccc(SC)c2)cc1` gave E-sel TNF inh -17.
Screening CC(C)CC(CC(C)C)=NNC(=O)c1ccc2c(c1)OCO2 returned E-sel TNF inh 24.
Screening COc1ccc(NC(=S)N(CCCN2CCCC(C)C2)Cc2cccs2)cc1 (centres undefined) returned E-sel TNF inh 2.
O=C(NC1CC1)C1CCN(S(=O)(=O)c2cc(Cl)ccc2Cl)CC1 was read as E-sel TNF inh 2.
For Cc1ccc(S(=O)(=O)N2CCCCC2)cc1NC(=O)COC(=O)c1ccc(O)cc1 the results were E-sel TNF inh 7.
For CCC1CCCCN1C(=O)CCc1nnc(Cc2c[nH]c3ccccc23)o1 (centres undefined) the results were E-sel TNF inh -2.
`FC(F)(F)c1cnc2c(-c3ccccc3)n[nH]c2c1` gave E-sel TNF inh 68*.
`OC1CCN(c2cc(-c3ccccc3)nc3cc(-c4ccc(F)cc4)nn23)CC1` gave E-sel TNF inh -82.
Screening CCCCN(CCCC)CCNC(=O)CSCc1ccc(C)cc1 returned E-sel TNF inh -10.
Screening Cc1ccnc(-n2c(C)cc(C=O)c2C)c1 returned E-sel TNF inh -9.
For N/C(=N\OC(=O)CCC(=O)O)c1ncc(C(F)(F)F)cc1Cl the results were E-sel TNF inh 12.
Cc1ccc(C(=O)CC(SCC(=O)O)c2ccc([N+](=O)[O-])cc2)cc1 (centres undefined) was read as E-sel TNF inh 6.
For C=CCn1c(C)cc(-c2csc(NCC)n2)c1C the results were E-sel TNF inh 29.
Screening CC(=O)NCCC(=O)Nc1cc(S(=O)(=O)N2CCOCC2)ccc1N1CCOCC1 returned E-sel TNF inh -13.
`Cc1nnc(SCc2ccc(Cl)cc2)nc1/C=C/N(C)C` gave E-sel TNF inh 16.
For Cc1cccc2c1N(C)C(=O)C2=O the results were E-sel TNF inh 1.
Screening Cc1ccc(S(=O)(=O)N/N=C2\C(=O)C3(C)CCC2C3(C)C)cc1 (centres undefined) returned E-sel TNF inh 14.
Screening CC(C)(C)N(Cc1ccccc1)C(=O)c1ccc(Cl)cc1[N+](=O)[O-] returned E-sel TNF inh -12.
`O=C(CC1Nc2c3ccccc3nc(=S)n2C1=O)NC1CCCCC1` (centres undefined) gave E-sel TNF inh -20.
Screening COc1cccc(-c2onc3ccc(C4(C)OCCO4)cc23)c1 returned E-sel TNF inh 12.
CCN(CCCNC(=O)CSc1cc(=O)n(C)c2cc(Cl)ccc12)Cc1ccccc1 was read as E-sel TNF inh -43.
Screening O=C(O)CCCNC(=O)/C(=C\c1ccccc1F)NC(=O)c1ccccc1 returned E-sel TNF inh 28.
Screening O=C1NN=C(c2ccccc2)CC1c1ccc(Cl)cc1Cl (centres undefined) returned E-sel TNF inh -24.
For Cc1ccc[n+](CC2OCc3ccccc3CO2)c1 the results were E-sel TNF inh 3.
Screening O=C(c1ccco1)N1N=C2CCCCCC2C1(O)C(F)(F)F (centres undefined) returned E-sel TNF inh 0.
For Cc1ccccc1Nc1nc(N)c2ccccc2n1 the results were E-sel TNF inh 24.
For CCOC(=O)C1C(=O)NC(c2ccccc2)=NC1c1cccc(Br)c1 (centres undefined) the results were E-sel TNF inh 3.
Screening Cn1c(=O)c2cc(S(=O)(=O)NC(Cc3ccccc3)C(=O)NCC3CCCO3)ccc2n(C)c1=O (centres undefined) returned E-sel TNF inh -61.
For NC(=O)NC(=O)C[n+]1cccc(/C=N/O)c1 the results were E-sel TNF inh 15.
Cc1nc(N2CCOCC2)c2c(C)c(C(=O)Nc3ccc(F)cc3F)sc2n1 was read as E-sel TNF inh 6.
`CCCCC(=O)NNC(=S)NC(=O)c1ccc(C)cc1` gave E-sel TNF inh 1.
C=CCN=C1CCCc2c1[nH]c1ccc(C)cc21 was read as E-sel TNF inh -36.
O=C(CCC(=O)NNc1nc2ccccc2c2nc(-c3ccccc3)nn12)NCCCN1CCOCC1 was read as E-sel TNF inh 24.

Some of these compounds in order of heavy-atom count, high to low:
O=C(CCC(=O)NNc1nc2ccccc2c2nc(-c3ccccc3)nn12)NCCCN1CCOCC1 was read as E-sel TNF inh 24.
Screening Cn1c(=O)c2cc(S(=O)(=O)NC(Cc3ccccc3)C(=O)NCC3CCCO3)ccc2n(C)c1=O (centres undefined) returned E-sel TNF inh -61.
CCN(CCCNC(=O)CSc1cc(=O)n(C)c2cc(Cl)ccc12)Cc1ccccc1 was read as E-sel TNF inh -43.
Screening CC(=O)NCCC(=O)Nc1cc(S(=O)(=O)N2CCOCC2)ccc1N1CCOCC1 returned E-sel TNF inh -13.
Cc1nc(N2CCOCC2)c2c(C)c(C(=O)Nc3ccc(F)cc3F)sc2n1 was read as E-sel TNF inh 6.
Screening O=C(O)CCCNC(=O)/C(=C\c1ccccc1F)NC(=O)c1ccccc1 returned E-sel TNF inh 28.
For CCOC(=O)C1C(=O)NC(c2ccccc2)=NC1c1cccc(Br)c1 (centres undefined) the results were E-sel TNF inh 3.
Screening CC(C)(C)N(Cc1ccccc1)C(=O)c1ccc(Cl)cc1[N+](=O)[O-] returned E-sel TNF inh -12.
Screening Cc1ccc(S(=O)(=O)N/N=C2\C(=O)C3(C)CCC2C3(C)C)cc1 (centres undefined) returned E-sel TNF inh 14.
Screening O=C(c1ccco1)N1N=C2CCCCCC2C1(O)C(F)(F)F (centres undefined) returned E-sel TNF inh 0.
Screening O=C1NN=C(c2ccccc2)CC1c1ccc(Cl)cc1Cl (centres undefined) returned E-sel TNF inh -24.
`CCCCC(=O)NNC(=S)NC(=O)c1ccc(C)cc1` gave E-sel TNF inh 1.
For Cc1ccc[n+](CC2OCc3ccccc3CO2)c1 the results were E-sel TNF inh 3.
For C=CCn1c(C)cc(-c2csc(NCC)n2)c1C the results were E-sel TNF inh 29.
For NC(=O)NC(=O)C[n+]1cccc(/C=N/O)c1 the results were E-sel TNF inh 15.
For Cc1cccc2c1N(C)C(=O)C2=O the results were E-sel TNF inh 1.

(listing goes on)
For O=C1CCC/C(=N/NC(=O)c2ccc(NS(=O)(=O)c3cccs3)cc2)C1 the results were E-sel TNF inh -16.
O=C(O)CCC(=O)Nc1sc2c(c1C(=O)Nc1ccccc1)CCCCC2 was read as E-sel TNF inh 30.
For COc1ccc2c(c1OC)C(=O)N1N=C(c3ccc(F)cc3)CC21 (centres undefined) the results were E-sel TNF inh -91.
`O=C(CSc1cn(CC(=O)N2CCCCCC2)c2ccccc12)NCC1CCCO1` (centres undefined) gave E-sel TNF inh -1.
`CCc1ccc2c(c1)C(c1ccc(N3CCOCC3)cc1)=NNC(c1ccncc1)=N2` gave E-sel TNF inh -1.
Screening CCCSc1cc(N)cc([N+](=O)[O-])c1 returned E-sel TNF inh -29.
For CC(C)(C)NC(=O)C1Cc2ccccc2CN1 (centres undefined) the results were E-sel TNF inh -1.
COc1ccc(NC(=O)CSc2nnc(NC(C)=O)s2)c([N+](=O)[O-])c1 was read as E-sel TNF inh -11.
Screening CCN1CCN(C(c2cccs2)C(C)NS(=O)(=O)c2ccc(C)cc2)CC1 (centres undefined) returned E-sel TNF inh 0.
`O=C(Nc1ccccc1F)N(Cc1ccc(F)cc1)Cc1nc2ccccc2c(=O)[nH]1` gave E-sel TNF inh -7.
`CC(=O)OCC[n+]1c(C)n(-c2ccccc2)c2ccc(Cl)cc21` gave E-sel TNF inh 15.
Screening CCOC(=O)C1(CC2CC2)CCN(Cc2cc(Cl)c(O)c(OC)c2)CC1 returned E-sel TNF inh -5.
C/C(=N\N1C(=O)c2ccccc2NC1c1ccccc1)c1ccccc1O (centres undefined) was read as E-sel TNF inh 1.
Screening Cc1ccnc2nc(C(=O)OCCOc3ccc(Cl)cc3)nn12 returned E-sel TNF inh -13.
O=C(NC(=S)Nc1ccc(S(=O)(=O)Nc2nccs2)cc1)c1ccc(Br)o1 was read as E-sel TNF inh -19.
For COc1ccc(C(=O)NC(=S)Nc2ccc(Cl)cn2)cc1OC the results were E-sel TNF inh -34.
Screening C=CCOC(=O)C1=C(C)Nc2[nH]c(=O)[nH]c(=O)c2C1c1ccccc1 (centres undefined) returned E-sel TNF inh -22.
COc1ccccc1C(=O)Nc1nc(-c2ccc3c(c2)OCCO3)cs1 was read as E-sel TNF inh -30.
For OCCC1CN(Cc2cnn(-c3ccc(F)cc3)c2)CCN1Cc1ccsc1 (centres undefined) the results were E-sel TNF inh -9.
